Eya2 phos inh: qHTS Assay for Inhibitors of the Phosphatase Activity of Eya2 | Protein phosphatase EYA2 (Homo sapiens), O00167 | recombinant Eya2, OMFP fluorescence dephosphorylation (OMFP is methylfluorescein phosphate) | Potency, µM (highest dose often 76.9 µM), without a hit: at the highest dose activity, negative = inhibition, actives largely listed as inhibitors | hit rate 0.006% among 330,000; also: potency is read from the fitted curve at half-maximal effect
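Eya2 (0.2 uM) preincubated 10 min at ambient with compound, then OMFP substrate added at 50 uM; 10 min reaction in 50 mM HEPES pH 7.5, 50 mM NaCl, 5 uM MgCl2, 0.05% BSA, 1 mM DTT. Fluorescence read at Ex 485/Em 525 nm.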
FBPA coupling cs: qHTS Assay for Inhibitors of Fructose-1,6-bisphosphate Aldolase from Giardia Lamblia: Coupling assay counterscreen; coupling enzyme system counterscreen, AmpLite Red fluorescence; activity change, negative = inhibition, % at 58.2 µM, hits read low; hit rate 0.67% among 290,000; in the data active = activity change below about -30%
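First, compound is pin-transferred into glyceraldehyde-3-phosphate coupling-enzyme reagent at 57.5 uM final and held 10 min at RT. Next, substrate, coupling system and AmpLite Red are added. After 20 min RT, fluorescence (525/598 nm) is read.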
PKM2 act: qHTS Assay for Activators of Human Muscle isoform 2 Pyruvate Kinase | Pyruvate kinase PKM (Homo sapiens), P14618 | purified PKM2, Kinase-Glo ATP luminescence, activation; response scale: 0% is enzyme alone, no compound | Potency, µM (series often up to 57.5 µM), for the others: top-dose activation, actives largely listed as activators | hit rate 0.34% among 260,000 | AID 1631, 2009; also: potency is read from the fitted curve at half-maximal effect; nearly all actives have a fitted effect of over 55% in size
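Kinase-Glo luminescence reports ATP generated from ADP (0.1 mM) and PEP (0.5 mM) by purified hPK-M2 after 1 h at room temperature, pH 7.2 imidazole buffer; intermediate enzyme activity allows detecting inhibitors and activators.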
Chronic BCR inh: qHTS Assay to Find Inhibitors of Chronic Active B-Cell Receptor Signaling | ABC-DLBCL IkBa-CBG/CBR reporter, luminescence ratio, 4 h | Potency, µM (top dose mostly 46.1 µM), for inactives: top-dose ratio change, negative = lower green/red ratio, most hits filed as inhibitors | hit rate 0.05% among 340,000 | AID 493014, 2011; active = well fitted inhibition curve with a large enough effect in the signal ratio, with a control signal flat, not every such curve was filed as active; inconclusive = small, poorly fitted or top-dose-only effect, or effect the other way, or a change in a side signal; the % refers to the signal ratio;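 also: potency is read from the fitted curve at half-maximal effect; plate controls were basal doxycycline-induced cells for no effect and cells given 10 µM MG132 for full effect; MG132 reads +100%, hits lower the ratio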
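Compounds up to 46 uM were incubated four hours with TMD8 cells whose green CBG68 luciferase is fused to IkappaBalpha; red CBR luminescence normalised the signal, and concentration-effect curves were fitted to fusion, red and ratio data.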
KCNH2 3.1 inh: qHTS for Inhibitors of KCHN2 3.1: Mutant qHTS; Potassium voltage-gated channel subfamily H member 2, brain isoform KCNH2 3.1 (human); U2OS KCNH2 3.1, thallium flux FluxOr; stronger effect = lower value; activity change, % (tested at about 1.8 µM); hit rate 0.95% among 340,000; AID 720553, 2013;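 active = maximum activity change below -70%; inconclusive = maximum activity change from -70% to -50%; inactive = maximum activity change above -50%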;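 also: thallium influx rate constant from kinetic fluorescence after stimulation buffer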
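Channel expression came from 3.1 mutant virus (1.77 x 10^8 /mL) applied to suspended U2OS cells for 4 h. Flux was tracked with FluxOr dye plus Red40 quencher, and kinetic rate constants normalized to controls.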
Giardia killer: Small Molecules that selectively kill Giardia lamblia: qHTS | AID 540267, 2011 | Giardia lamblia trophozoite viability | hit rate 0.15% among 340,000 | activity change, % at 7.66 µM, hits read low; in the data active = activity change below about -80%; inconclusive = between about -30% and that limit;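 also: parasites exposed to compound for two days anaerobically before the ATP read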
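Giardia trophozoites, 100 cells per well, were exposed to compounds for 48 hrs at 37 deg C under anaerobic conditions; viability was then read as ATP content by bioluminescence after 15-30 min at room temperature.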
uPA generation: qHTS for Inhibitors of Cell Surface uPA Generation; hit rate 0.31% among 330,000; AID 540303, 2011; cell surface uPA generation assay, qHTS; Potency, µM (top dose mostly 38.3 µM), inactives show top-dose activity change, negative = inhibition, hits mostly inhibitors; active = well fitted inhibition curve with a large enough effect; inconclusive = small, poorly fitted or top-dose-only effect; inactive = no such curve, though single readings can be large or run the other way; tested in mouse RAW 264.7 cells; also: potency is read from the fitted curve at half-maximal effect; nearly all actives have a fitted effect of over 55% in size
GALK inh: qHTS Assay for Inhibitors of Human Galactokinase (GALK); Potency, µM (series often up to 57.5 µM), for inactives: at the highest dose activity change, negative = inhibition, hits mostly inhibitors; Purified GALK, Kinase-Glo residual ATP luminescence; P51570; hit rate 0.007% among 270,000; also: potency is read from the fitted curve at half-maximal effect
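Kinase-Glo Plus luminescence measured ATP left after a 1 h room-temperature reaction. The reaction used 5 nM GALK, 100 uM galactose and 35 uM ATP at pH 8.0 (20 mM HEPES, 5 mM MgCl2, 60 mM NaCl, 1 mM DTT, 0.01% BSA).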
hERG WT inh: qHTS for Inhibitors of KCHN2 3.1: Wildtype qHTS; hit rate 0.37% among 340,000; AID 720551, 2013; U2OS, BacMam KCNH2, thallium flux FluxOr; stronger effect = lower value; Voltage-gated inwardly rectifying potassium channel KCNH2 (Homo sapiens), Q12809; activity change, % at 1.84 µM;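 active = maximum activity change below -70%; inconclusive = maximum activity change between -70% and -50%; inactive = maximum activity change above -50%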
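U2OS cells transduced with wild-type KCNH2 virus are loaded with FluxOr dye for 45 min, and thallium flux is measured in kinetic reads before and after stimulation buffer. Rate constants are normalized to DMSO controls.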
USP2a block: qHTS Assay for Inhibitors of Ubiquitin-specific Protease USP2a Using CHOP2 as the Reporter. Ubiquitin carboxyl-terminal hydrolase 2 (Homo sapiens), O75604. USP2 core, Ub-CHOP2 coupled fluorogenic reporter, 485/531. Potency, µM (series often up to 38.3 µM), without a hit: at the top dose activity change, negative = inhibition, hits mostly inhibitors. hit rate 0.01% among 330,000. AID 463254, 2010;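 also: potency is read from the fitted curve at half-maximal effect; plate controls were DMSO wells for no effect and full inhibition by NEM control for full effect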
Target sequence (O75604 whole entry, looked up): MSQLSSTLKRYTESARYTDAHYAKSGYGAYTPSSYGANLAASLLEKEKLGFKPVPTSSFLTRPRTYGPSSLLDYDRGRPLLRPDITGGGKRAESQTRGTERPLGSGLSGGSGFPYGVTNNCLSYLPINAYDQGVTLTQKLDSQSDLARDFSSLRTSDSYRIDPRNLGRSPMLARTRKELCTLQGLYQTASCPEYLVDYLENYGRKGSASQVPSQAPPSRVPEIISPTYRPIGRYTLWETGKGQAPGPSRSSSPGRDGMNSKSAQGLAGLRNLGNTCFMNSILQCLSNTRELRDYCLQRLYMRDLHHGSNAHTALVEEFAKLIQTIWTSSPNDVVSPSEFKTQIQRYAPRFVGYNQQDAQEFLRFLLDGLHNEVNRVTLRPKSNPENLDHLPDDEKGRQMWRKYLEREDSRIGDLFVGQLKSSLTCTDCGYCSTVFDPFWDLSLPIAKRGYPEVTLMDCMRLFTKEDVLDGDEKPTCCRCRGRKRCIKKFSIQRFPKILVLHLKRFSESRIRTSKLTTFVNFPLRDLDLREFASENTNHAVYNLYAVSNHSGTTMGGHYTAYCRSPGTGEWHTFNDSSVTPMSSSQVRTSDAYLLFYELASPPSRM
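Cell-free coupled assay: 10nM USP2 core preincubated 30min RT with compound in Tris-HCl pH 8.0/CaCl2/CHAPS buffer, then 25nM Ub-CHOP2 and 25nM reporter substrate; fluorescence (Ex 485/Em 531) read after 60min RT, normalized to NEM inhibition, concentration-response curves fitted.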
B2AR arrestin: qHTS assay of beta-arrestin-biased ligands of beta2-adrenergic receptor; beta-arrestin recruitment to beta2AR, cell-based reporter; hit rate 0.02% among 330,000; AID 492947, 2010; Potency, µM (top dose mostly 46.1 µM), without a hit: at the highest dose activation, hits mostly activators;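 also: potency is read from the fitted curve at half-maximal effect; 0% = DMSO controls and full agonism = EC100 isoproterenol or metaproterenol; nearly all actives have a fitted effect of over 65% in size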
Target sequence (P07550 whole entry, looked up): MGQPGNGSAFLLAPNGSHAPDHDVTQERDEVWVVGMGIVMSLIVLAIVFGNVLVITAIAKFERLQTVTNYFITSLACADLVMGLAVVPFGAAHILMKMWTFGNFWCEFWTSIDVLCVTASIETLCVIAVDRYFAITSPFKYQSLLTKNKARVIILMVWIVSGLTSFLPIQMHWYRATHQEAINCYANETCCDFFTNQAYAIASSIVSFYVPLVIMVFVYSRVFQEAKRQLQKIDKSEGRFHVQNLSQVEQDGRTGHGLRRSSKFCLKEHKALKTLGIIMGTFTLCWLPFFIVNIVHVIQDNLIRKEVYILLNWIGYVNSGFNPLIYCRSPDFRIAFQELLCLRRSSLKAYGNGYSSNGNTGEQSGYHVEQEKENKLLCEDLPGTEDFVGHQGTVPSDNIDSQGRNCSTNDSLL
Active calls of the source: *; ? = inconclusive; nt = no result given; [ ] = another dose, or the depositor's remark. Unless noted, calls follow the shape of the dose curve; as a rule, active = well fitted curve in the direction sought with a large enough effect; inconclusive = small, poorly fitted or top-dose-only effect, or another doubt; inactive = no such curve, though single readings can be large; an effect the other way counts as inactive or inconclusive. Unless noted, % is scaled to controls: 0 for no effect and ±100 for the full control effect.

molecule,Giardia killer,FBPA coupling cs,PKM2 act,Eya2 phos inh,USP2a block,hERG WT inh,KCNH2 3.1 inh,Chronic BCR inh,GALK inh,B2AR arrestin,uPA generation
O=C(NCC(=O)N(c1ccccc1F)C(C(=O)NC1CCCC1)c1ccncc1)c1ccco1 (configuration not stated),12,2,nt,?,3%,-2,-3,-8%,13%,-0.2%,-1%
CCOC(=O)N1CCN(c2nc3ccc(C)cc3n3cnnc23)CC1,-19,1,nt,-1%,-6%,3,30,1%,1%,-0.4%,-7%
COc1ccc(NC(=O)CSc2nc(N)cc(N)n2)cc1S(=O)(=O)N1CCCCC1,2,nt,nt,-13%,-1%,4,9,-4%,nt,4.4%,-14%
COc1cc(C(=O)Oc2cc(C)cc(C)c2)cc(OC)c1OC,-17,1,-1%,-20%,-1%,-21,-7,-2%,-3%,-0.6%,7%
O=S(=O)(NCC1(N2CCOCC2)CCCCC1)c1ccc(F)c(F)c1F,13,nt,nt,0%,1%,-8,7,2%,nt,0.0%,3%
COc1ccc(N2CCN(CCCNC(=O)CN3C(=O)COc4ccccc43)CC2)cc1,-25,0,nt,0%,-1%,24,3,-2%,-3%,-0.1%,0%
CCOC(=O)c1c(-c2ccc(C)o2)csc1NC(=O)CN1CCC(C(N)=O)CC1,35[activator],-12,20µM*,17%,5%,3,-18,3%,-3%,0.0%,-15%
COc1ccc(-c2nnsc2N2C(=O)c3ccccc3C2=O)cc1,-16,8,-4%,-8%,2%,-10,3,5%,12%,-1.1%,6%
Cc1ccccc1N(C(=O)c1snc(C(N)=O)c1N)C(C(=O)NC1CCCC1)c1ccco1 (configuration not stated),-7,3,4%,6%,-1%,-6,-1,-21%,10%,0.0%,8%
O=C(CCN1CCCC1Cc1ccccc1)c1ccc2c(c1)OCCO2 (configuration not stated),4,0,1%,nt,nt,13,0,nt,-2%,nt,-6%

Next section:
molecule,Giardia killer,FBPA coupling cs,PKM2 act,Eya2 phos inh,USP2a block,hERG WT inh,KCNH2 3.1 inh,Chronic BCR inh,GALK inh,B2AR arrestin,uPA generation
CC1=C(C(=O)Nc2ccccc2)C(c2ccc(C)cc2)N=C(Nc2nc3ccccc3o2)N1 (configuration not stated),12,5,-3%,9%,-1%,-6,-12,1%,0%,-0.3%,-12%
CCN(CC)c1ccc(-c2nc3cnccn3c2NC2CCCC2)cc1,5,-3,8%,9%,2%,-8,-16,-1%,-4%,-0.3%,1%
CCCCN(C)CCNC(=O)c1cc(-c2cccnc2)nc2ccc(S(=O)(=O)N3CCC(C)CC3)cc12,-10,nt,nt,-3%,2%,0,-17,?,-6%,0.2%,-10%
COC(=O)COc1ccc(C(c2c(C)[nH][nH]c2=O)c2c(C)[nH][nH]c2=O)cc1,-9,-3,6%,1%,1%,2,-12,3%,0%,0.2%,1%
O=C(Oc1cccc(C(=S)N2CCOCC2)c1)c1cc([N+](=O)[O-])cc([N+](=O)[O-])c1,19,-4,1%,-1%,0%,3,22,?,10%,-0.3%,1%
O=C(CNS(=O)(=O)c1ccc(Br)s1)N1CCN(c2ncccn2)CC1,-2,4,13%,-20%,-5%,6,13,10%,-8%,-0.8%,2%
COc1ccc(N(C(=O)CNC(=O)c2ccco2)C(C(=O)NC2CCCCC2)c2ccncc2)cc1 (configuration not stated),8,0,3%,-10%,0%,-7,13,1%,0%,-0.3%,-1%
Cc1cc(C)c(C#N)c(N2CCCC(C(N)=O)C2)n1 (configuration not stated),22,1,-1%,7%,-1%,-2,-6,-10%,1%,0.0%,0%
Cn1c(=NC(=O)c2ccccc2[N+](=O)[O-])sc2cccc(F)c21,-29,-1,-7%,2%,0%,2,-7,1%,1%,-0.3%,-7%
O=C(c1cnn2c(C(F)F)cc(-c3ccccc3)nc12)N1CCN2CCCC2C1 (configuration not stated),2,1,0%,10%,-1%,25,3,-14%,-1%,-0.3%,1%

Further records:
molecule,Giardia killer,FBPA coupling cs,PKM2 act,Eya2 phos inh,USP2a block,hERG WT inh,KCNH2 3.1 inh,Chronic BCR inh,GALK inh,B2AR arrestin,uPA generation
C=CCc1cccc2cc(C(=O)NC3CCCCC3)c(=O)oc12,26,-2,-8%,-6%,0%,-1,-12,7%,-1%,-0.1%,-3%
CC(=O)N1CCOc2ccc(S(=O)(=O)NCC3CCC(C(=O)Nc4ccc(C)cn4)CC3)cc21 (configuration not stated),37[activator],nt,nt,-18%,2%,1,2,?,4%,0.1%,-7%
CCOC(=O)c1c(NCc2ccc3c(c2)OCO3)c2ccccc2[nH]c1=O,8,-3,-5%,5%,3%,-10,5,?,1%,0.3%,1%
CCOc1ccc(-c2c(C(=O)N/N=C/c3ccc(OC)cc3)nnn2-c2nonc2N)cc1,0,0,1%,-5%,-1%,-5,0,?,-1%,0.0%,5%
Cc1cc(C)c(NC(=O)CN2C(=O)NC3(CCCCC3)C2=O)c(Cl)c1,0,0,-1%,-7%,3%,-3,-3,-8%,-1%,-0.1%,nt
Cc1ccc(S(=O)(=O)NCCc2ccncc2)cc1C,-2,6,?,1%,2%,2,-13,-13%,0%,0.0%,4%
CSCCC(NC(=O)C1CCCCC1)c1nc2ccccc2[nH]1 (configuration not stated),17,-13,-18%,3%,0%,-2,4,-15%,1%,0.3%,-13%
CCCCC(=O)Nc1cccc(NC(=O)C(C)C)c1,16,4,2%,-3%,1%,-11,3,?,0%,0.0%,2%
O=C(c1ccc([N+](=O)[O-])cc1)N(Cc1cccs1)C1CCS(=O)(=O)C1 (configuration not stated),-1,-2,-3%,1%,0%,31,-101*,0%,3%,0.6%,-7%
COC(=O)c1ccccc1NC(=O)c1ccc2c(c1)OCCCO2,10,nt,-3%,3%,1%,2,5,?,3%,0.1%,-1%

Later entries.
molecule,Giardia killer,FBPA coupling cs,PKM2 act,Eya2 phos inh,USP2a block,hERG WT inh,KCNH2 3.1 inh,Chronic BCR inh,GALK inh,B2AR arrestin,uPA generation
CCC(=Cc1ccc(CC)cn1)CC,8,3,-10%,2%,4%,0,25,?,1%,-0.2%,0%
CCOC(=O)c1c(C)nc2sc3c(c2c1-c1ccc(OC)cc1)NC(c1ccccc1)NC3=O (configuration not stated),2,-5,-1%,-15%,-1%,7,6,-16%,8%,-0.3%,9%
CC(C)c1ccc(NC(=O)/C(C#N)=C/c2ccncc2)cc1,16,nt,0%,-8%,0%,4,16,?,7%,0.0%,5%
Cc1ccc(CNC(=O)CCNS(=O)(=O)c2cccs2)cc1,-4,0,-1%,0%,2%,4,19,0%,nt,-0.1%,-3%
CCc1ccc(NC(=O)c2cnn(-c3ccccc3)c2C)cc1,8,0,-1%,-5%,2%,9,-6,?,2%,3.3%,2%
Cc1ccc(N2C(=O)c3ccc(C(=O)Nc4cccnc4)cc3C2=O)c(C)c1,-3,-1,1%,5%,2%,-7,-6,-27%,-2%,0.5%,1%
Cc1cc(C)n(S(=O)(=O)c2cc(Cl)ccc2Cl)n1,2,-1,0%,-3%,0%,-9,10,-3%,-1%,-0.3%,2%
CC(C)c1ccc(/C=N/Nc2cc(N3CCOCC3)nc(N3CCOCC3)n2)cc1,14,-3,12%,-5%,-1%,5,-42,-6%,-3%,0.1%,11%
Cc1c(Cl)ccc2c1NC(=O)[C@]21[C@@H]2C(=O)N(Cc3ccccc3)C(=O)[C@@H]2[C@@H]2CCCN21,-18,-12,7%,1%,-19%,0,-1,?,6%,-0.7%,3%
CC(C)N(C)NC(=S)Nc1ccccc1,2,-1,-2%,0%,3%,-6,nt,-1%,1%,3.4%,-5%

Screening results deposited in PubChem by National Center for Advancing Translational Sciences (NCATS).
